Bioassay records: PubChem, several laboratories
DNMT1 block – human DNMT1 methyltransferase inhibitors, primary screen, biochemical, molecular beacon, fluorescence, HinP1I cleavage, uHTS. DNA (cytosine-5)-methyltransferase 1 (Homo sapiens), P26358. hit rate 0.83% among 360,000. inhibition (reported as % activation of signal), % at 10 µM; in the data active means inhibition above about 50%
STEP inh – STEP phosphatase inhibitors, primary screen, biochemical, fluorescence intensity, uHTS; Tyrosine-protein phosphatase non-receptor type 5 (Homo sapiens), P54829; recombinant STEP, OMFP fluorogenic substrate; inhibition, % at 20 µM; hit rate 0.25% among 360,000; AID 588621, 2011;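 active means inhibition at 20 µM, scaled per plate between control wells, above about 37%, limit read from the data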;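 further: 0% = DMSO with enzyme and substrate and 100% = substrate only without enzyme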
Target sequence (P54829 whole entry, looked up): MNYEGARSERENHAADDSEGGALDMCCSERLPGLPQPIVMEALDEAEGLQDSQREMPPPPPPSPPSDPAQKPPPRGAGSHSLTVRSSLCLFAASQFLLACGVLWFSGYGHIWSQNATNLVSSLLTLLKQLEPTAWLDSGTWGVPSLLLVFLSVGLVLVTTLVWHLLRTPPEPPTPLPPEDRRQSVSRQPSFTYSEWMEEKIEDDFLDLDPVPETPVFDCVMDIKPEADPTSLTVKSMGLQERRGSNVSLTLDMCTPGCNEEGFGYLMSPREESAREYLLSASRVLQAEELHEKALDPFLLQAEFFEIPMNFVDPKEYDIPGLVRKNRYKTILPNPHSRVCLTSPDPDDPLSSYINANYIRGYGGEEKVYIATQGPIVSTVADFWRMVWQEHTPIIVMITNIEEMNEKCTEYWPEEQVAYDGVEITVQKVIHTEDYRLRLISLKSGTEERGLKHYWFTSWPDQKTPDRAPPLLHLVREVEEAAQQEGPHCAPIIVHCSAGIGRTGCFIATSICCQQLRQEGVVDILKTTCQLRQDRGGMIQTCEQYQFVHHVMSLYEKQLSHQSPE
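System: STEP (striatal-enriched tyrosine phosphatase) enzyme, cell-free; medium: Bis-Tris pH 6.0 buffer with DTT, detergent; dosing: 20 µM, 1% DMSO; times: reaction 20 min, ambient temperature; detection: fluorescence, 480/540 nm; read-out basis: normalized % inhibition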
LMPTP inh – LMPTP phosphatase inhibitors, primary screen, biochemical, fluorescence intensity, uHTS; recombinant LMPTP-A, OMFP fluorogenic substrate; inhibition, % at 20 µM; hit rate 0.22% among 360,000;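 active means compounds that cut the enzyme signal by at least half of the control window in the single-dose screen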;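 further: plate controls were DMSO wells with enzyme plus substrate for no effect and substrate without enzyme for full effect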
Target sequence (P24666 whole entry, looked up): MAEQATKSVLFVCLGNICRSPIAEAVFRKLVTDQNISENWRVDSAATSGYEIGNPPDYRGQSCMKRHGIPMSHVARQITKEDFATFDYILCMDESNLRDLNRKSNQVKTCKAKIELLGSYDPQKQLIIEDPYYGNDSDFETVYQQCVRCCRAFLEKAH
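material = LMPTP-A | quantity = 0.625 nM enzyme | reagent = OMFP substrate, 400 µM final | buffer or medium = Bis-Tris pH 6.0, DTT, detergent | detection = endpoint fluorescence intensity from OMFP dephosphorylation | dosing = single 20 µM dose | read-out basis = % inhibition relative to no-enzyme and uninhibited control wells | control set = no-enzyme and uninhibited controls | timing = 50 min at room temperature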
MLLE-PAM2 inh – inhibitors of PABP1 MLLE–PAM2 peptide binding, primary screen, biochemical, fluorescence polarization, FITC-PAM2, GST-MLLE; inhibition, % at 20 µM; hit rate 0.36% among 360,000; in the data active means inhibition above about 35%, passing the limit was not always enough;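 further: plate controls were DMSO wells with GST-MLLE for no effect and wells lacking GST-MLLE protein for full effect; some results filed as inactive read as strong as hits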
SUMO1-SIM PPI – modulators of SUMO1 protein-protein interactions, primary screen, biochemical, uHTS; Small ubiquitin-related modifier 1 (Homo sapiens), P63165; AID 602429, 2012; SUMO1 binding to a labelled peptide, TR-FRET, 1 h; inhibition, % at 20 µM; hit rate 0.33% among 360,000; in the data active means inhibition above about 37%
CSN deneddyl inh – inhibitors of CSN-mediated cullin deneddylation, primary screen, biochemical, fluorescence polarization, uHTS; Purified CSN, SCF-Nedd8-OG deneddylation; AID 651999, 2013; inhibition, % at 12.5 µM; COP9 signalosome complex subunit 5 (Homo sapiens), Q92905; hit rate 0.38% among 360,000;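 active means pattern-corrected inhibition above about 35%, with an unprinted fluorescence ratio check between 0.5 and 1.5, limit read from the data, passing the limit was not always enough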;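 further: 0% = enzyme with substrate and 100% = substrate without enzyme; some results filed as inactive read as strong as hits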
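Material: purified human Csn5 enzyme expressed in HEK293T cells / Medium: Tris buffer pH 7.5, NaCl, DTT, Tween-20, trehalose, ovalbumin / Compound dosing: 12.5 µM single point / Schedule: 90 min incubation of compound, enzyme and substrate at room temperature / Signal: fluorescence polarization of the substrate / Control set: no-enzyme wells high, enzyme-with-substrate wells low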
Scp1 inh – Scp-1 phosphatase inhibitors, primary screen, biochemical, colorimetric, uHTS | Carboxy-terminal domain RNA polymerase II polypeptide A small phosphatase 1 (Homo … | Recombinant Scp1, phosphopeptide, malachite green phosphate absorbance | inhibition, % at 20 µM | hit rate 0.88% among 340,000 | AID 493091, 2011;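 active means inhibition above about 50% at 20 µM, limit read from the data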;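 further: plate controls were DMSO wells with enzyme for no effect and wells lacking enzyme for full effect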
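Test system – truncated SCP-1 phosphatase (76-261aa) · Reagent – Phosphorylated 17-residue peptide substrate · Incubation – 45 min room-temperature reaction, 5 min colour, 30 min stabiliser · Detection – colorimetric phosphate reagent with accelerator and stabiliser, absorbance at 630 nm · Measure – % inhibition at 20 µM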
Rpn11 inh – Rpn11 (PSMD14) deubiquitinase inhibitors, primary screen, biochemical, fluorescence polarization, uHTS; 26S proteasome non-ATPase regulatory subunit 14 (Homo sapiens), O00487; human 26S proteasome, Ub4-pepOG fluorescence polarization; 20S core pre-blocked with epoxomicin; calls only at 20 µM; hit rate 0.59% among 360,000; AID 588493, 2011;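 active means inhibition at 20 µM, scaled to each plate's controls, above about 33%, limit read from the data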
Target sequence (O00487 whole entry, looked up): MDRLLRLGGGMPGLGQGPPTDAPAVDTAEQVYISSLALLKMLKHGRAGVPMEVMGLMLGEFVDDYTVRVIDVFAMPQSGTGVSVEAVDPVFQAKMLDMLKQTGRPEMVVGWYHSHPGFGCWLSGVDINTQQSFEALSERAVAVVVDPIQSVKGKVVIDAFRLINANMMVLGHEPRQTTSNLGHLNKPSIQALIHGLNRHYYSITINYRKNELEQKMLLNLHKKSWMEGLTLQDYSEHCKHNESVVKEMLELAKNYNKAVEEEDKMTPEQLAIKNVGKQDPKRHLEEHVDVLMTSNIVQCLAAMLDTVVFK
TbMetRS inhib – T. brucei MetRS inhibitors, primary screen, biochemical, luminescence; methionyl-tRNA synthetase (Trypanosoma brucei brucei); hit rate 0.4% among 360,000; purified T. brucei MetRS, ATP depletion, Kinase-Glo luminescence; inhibition, % at 11.9 µM; AID 624268, 2012;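 active means inhibition above a per-plate cutoff of the control wells' mean inhibition plus 3 SD, cut at about 5.5% in these data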;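 further: 0% = DMSO wells median and 100% = median of wells with control inhibitor compound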
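Test system: purified T. brucei MetRS enzyme. Also added: ATP, methionine and E. coli bulk tRNA substrates. Compound: 11.9 µM single point. Schedule: 15 min enzyme-compound preincubation, 2 h reaction, 10 min detection, 25 °C. Signal: luciferase luminescence of residual ATP, Kinase-Glo. Evaluation: percent inhibition versus plate control medians. Controls: DMSO wells, low control.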
NadD inh – inhibitors of S. aureus NadD, primary screen, biochemical, colorimetric, uHTS; Nicotinate-nucleotide adenylyltransferase NadD (Staphylococcus aureus N315); purified NadD enzyme, colorimetric absorbance read-out; inhibition, % at 20 µM; hit rate 0.78% among 360,000; AID 602399, 2012; in the data active means inhibition above about 26%; further: some compounds past the cut are filed as inactive
Numbers without * were called inactive; i = inactive; · = no result given. Not all compounds are listed, so the mix of outcomes need not match the whole.

Molecule,DNMT1 block,STEP inh,LMPTP inh,MLLE-PAM2 inh,SUMO1-SIM PPI,CSN deneddyl inh,Scp1 inh,Rpn11 inh,TbMetRS inhib,NadD inh
CCCCn1nc(C)c(C(=O)O)c1Cl,2,2,2.8,4,3,-2,-5,i,0.0,-2
CCOP(=O)(C#CC(C)(C)C)C(O)(c1ccccc1)C(F)(F)F (stereo not given),5,1,1.6,4,-2,0,-3,i,-1.0,-5
CN1CCN(S(=O)(=O)c2ccc(Cl)nc2)CC1,-1,3,-2.2,13,1,-3,-6,i,-0.8,-5
COC(=O)C1CN(C#N)N(c2ccc(Cl)cc2)C12c1ccccc1-c1ccccc12 (stereo not given),12,-5,3.1,2,3,15,-16,i,-0.5,6
CN(C)C(=O)Oc1ccc2c(=O)c(Oc3ccccc3Br)coc2c1,2,3,0.7,0,-2,2,-12,i,0.2,-7
CC1CCC/C=C/C2CC(O)CC2C(O)/C=C/C(=O)O1 (stereo not given),5,-4,-2.0,-1,-3,2,0,i,-1.6,2
CCC(=NCc1cccnc1)c1c(O)n(-c2ccc(C)cc2)c(=O)[nH]c1=O,2,-2,-1.3,6,2,2,-8,i,-0.1,-1
COc1ccc(C)cc1NC1=NC(C)(C)CS1,-4,-7,-1.0,-23,1,2,-9,i,0.4,-6
CCOc1c(Cl)cc(CNC(C)C(O)c2ccccc2)cc1OC (stereo not given),22,-2,-1.1,6,0,-1,1,i,0.1,-9
CC12CN3CC(c4ccccc4)(CN(C1)C31CCCCC1)C2=O,0,-5,-0.2,12,2,0,-2,i,-0.5,-3
FC(F)(F)/C(=N\P(=S)(N1CCOCC1)N1CCOCC1)N1CCOCC1,2,-1,-0.6,18,3,-2,-6,i,0.1,-11
CN1C(=O)C(=Cc2ccc(SC3CCCCC3)o2)C(=O)N(C)C1=O,30,0,1.1,7,19,7,6,i,-0.4,7
O=C(N/N=C/c1c(O)n(Cc2ccc(F)cc2)c(=O)[nH]c1=O)c1ccccc1O,-4,8,-1.2,-18,7,8,-14,i,0.3,6
C=C1[C@@H](OC(C)=O)[C@]23C[C@@H]1[C@@H](OC(C)=O)CC2[C@]12C4C[C@H]3[C@H]1N(CC)C[C@]4(C)CC[C@@H]2O (stereo not given in full),-4,1,3.4,-25,0,1,12,i,0.9,6
CC1=NN(c2ccccc2)C(=O)C1/C=C1/C(=O)NC(=O)N(c2cc(C)cc(C)c2)C1=O (stereo not given),-5,-1,0.2,-17,-5,2,6,i,-0.2,-1
CC(NS(C)(=O)=O)c1nnc2n1-c1ccc(Br)cc1C(c1ccccc1Cl)=NC2 (stereo not given),1,-2,0.2,5,1,-2,3,i,-0.1,-1
CC(C)C[C@H]1COc2cc(N3CCN(C)CC3)ccc2S(=O)(=O)N1,·,·,-2.0,·,-1,3,·,·,-1.0,1
CCOC(=O)C(O)(c1ccc(N(C)C(=O)COc2ccccc2)cc1)C(F)(F)F (stereo not given),-7,-1,-1.1,-5,-1,4,-2,i,-0.5,5
O=C(Cc1ccccc1)NC(Oc1ccccc1Cl)C(Cl)(Cl)Cl (stereo not given),5,-1,0.6,14,1,1,-6,i,-0.8,-9
C/C=C1/C[C@@H](C)[C@](O)(CO)C(=O)OCC2=CCN3CC[C@@H](OC1=O)[C@@H]23,-2,-1,-1.0,9,0,-3,-12,i,-0.3,-1
COc1ccc(Cn2c(O)c(/C=N/NC(=O)c3ccncc3)c(=O)[nH]c2=O)cc1,-6,1,-1.5,-15,-11,1,-13,i,0.0,2
O=C(CCn1c(=O)oc2ccccc21)N1CCC2(CC1)OCCO2,-2,0,-1.1,3,-7,5,-2,i,-0.4,1
Cc1cccc(NP(=O)(Oc2ccccc2)Oc2ccccc2)c1C,0,-3,2.4,5,5,5,-10,i,-0.1,-12
COc1ccc(CCN)cc1S(N)(=O)=O,·,·,-2.0,·,5,4,·,·,-0.2,·
O=C1NC(=O)C(CCc2ccncc2)(CCc2ccncc2)C(=O)N1Cc1ccccc1,-1,4,0.9,4,0,-1,-1,i,0.1,1
O=C1Nc2ccccc2Sc2ccccc21,1,11,-0.3,0,4,-6,-13,i,0.7,-10
CCCC1(CCC)C(=O)NC(=NCc2ccccc2)NC1=O,0,8,-0.5,1,2,0,7,i,-0.1,-3
CN1C(=O)C(O)N=C(c2ccccc2)c2ccccc21 (stereo not given),0,2,0.5,13,-3,-4,-6,i,1.3,-1
CN(C(=O)Oc1cccc2cccnc12)c1ccccc1,-2,-4,-1.5,-3,1,3,-10,i,-0.9,2
CCOC(=O)C1(Cc2ccc(Cl)cc2)CCN(C(C)CCn2cccn2)CC1 (stereo not given),0,-1,-0.4,15,-1,-6,-6,i,-0.1,-3
O=c1c2ccccc2nc(Cc2ccccc2)n1-c1ccc(O)cc1,1,0,1.3,0,-1,-14,-1,i,-1.4,-2
CCCCn1c(O)c(C(CC)=NCc2cc(OC)cc(OC)c2)c(=O)[nH]c1=O,-3,2,0.0,-9,-4,-8,-11,i,-0.5,-7
OC(CCNCCc1c[nH]c2ccccc12)C(F)(F)Cl (stereo not given),-1,1,-1.4,-2,2,0,-3,i,-1.3,-3
CCN(CC)C(=O)c1ccc(NC(=O)COc2ccc([N+](=O)[O-])cc2Cl)cc1,10,1,-0.6,3,-17,2,-5,i,0.5,1
CCCC[N+]12CCC(CC1)C(=C(c1ccccc1)c1ccccc1)C2,2,1,-0.3,-103,2,-11,98*,i,-0.5,19
CC12CCC3C(CCC4CC(=O)OCC43C)C1CCC2O (stereo not given),3,1,-1.8,-2,0,2,0,i,0.5,-3
O=C(c1ccccc1F)c1cn(CC(=O)N2CCCCC2)c2ccccc12,2,10,-1.5,-6,5,-1,-5,i,-0.3,-1
COC(=O)C1=C(c2ccccc2OCc2ccccc2)C[C@@H]2CC[C@H]1N2C(=O)NCCOc1ccccc1,2,-1,5.5,-8,3,5,-14,i,-0.3,-7
S=P(NCCNP(=S)(N1CC1)N1CC1)(N1CC1)N1CC1,3,-1,-5.2,26,7,3,-10,i,-0.3,0
CCOP(=S)(OCC)Oc1cc(C)oc(=O)c1Cl,5,12,0.9,26,5,0,-1,i,-1.0,2

Retrieved by compound from the entries so far, 3 records:
Molecule,DNMT1 block,STEP inh,LMPTP inh,MLLE-PAM2 inh,SUMO1-SIM PPI,CSN deneddyl inh,Scp1 inh,Rpn11 inh,TbMetRS inhib,NadD inh
CCCC[N+]12CCC(CC1)C(=C(c1ccccc1)c1ccccc1)C2,2,1,-0.3,-103,2,-11,98*,i,-0.5,19
S=P(NCCNP(=S)(N1CC1)N1CC1)(N1CC1)N1CC1,3,-1,-5.2,26,7,3,-10,i,-0.3,0
O=C(c1ccccc1F)c1cn(CC(=O)N2CCCCC2)c2ccccc12,2,10,-1.5,-6,5,-1,-5,i,-0.3,-1

New compounds follow.
Molecule,DNMT1 block,STEP inh,LMPTP inh,MLLE-PAM2 inh,SUMO1-SIM PPI,CSN deneddyl inh,Scp1 inh,Rpn11 inh,TbMetRS inhib,NadD inh
CCOC(=O)C1(c2ccccc2)CCN(CCC(=O)Nc2ccc(OC)cc2)CC1,-5,3,-1.5,-1,6,4,·,i,0.1,-10
CCN1CCN(c2nc3c(c(=O)[nH]2)CCC3)CC1,-1,-2,-3.0,5,2,2,-1,i,-0.6,8
COCCO[C@H]1CC[C@@]2(C)C(=CCC3C2CC[C@@]2(C)C3CC[C@]2(C)O)C1 (stereo not given in full),-1,-3,0.0,19,-3,2,-15,i,-0.3,2
O=S1(=O)NCC2(CC2)CN1Cc1ccccc1,·,·,-0.2,·,-1,-3,·,·,0.9,8
Cc1cc(OCC(=O)OC(C)C)c2c3c(c(=O)oc2c1)CCCC3,-1,7,3.1,-1,26,1,-6,i,-0.6,7
Cc1cccc(N2C(=O)NC(=O)/C(=C/c3ccc(N4CCOCC4)cc3)C2=O)c1,3,-3,0.7,-12,1,9,3,i,-0.8,4
CCN1C(=O)NC(=O)/C(=C\c2cn(CC(=O)N3CCCCC3)c3ccccc23)C1=O,1,1,-0.1,-3,-9,0,-5,i,-1.0,2
CN(C)CC1CSCCC1(O)c1ccc(C(F)(F)F)cc1 (stereo not given),-2,-4,-1.9,8,-1,-2,1,i,-1.1,-5
COc1cccc(CCNCc2ccc(SC)cc2)c1,0,0,-0.6,-9,-2,2,-1,i,0.2,-7
O=C(Nc1c(F)cc(F)cc1F)c1cccn(Cc2ccccc2)c1=O,0,0,1.3,12,0,-9,3,i,-1.8,-3
C=CCOC(=O)C1=C(C)OC(N)=C(C(=O)OCC)C12C(=O)N(CC(N)=O)c1ccccc12 (stereo not given),1,2,-0.6,-3,3,4,-5,i,-0.3,1
O=[N+]([O-])c1ccc(O)c([N+](=O)[O-])c1,-2,0,-0.9,4,-20,-4,-9,i,-0.2,-3
CCCNS(=O)(=O)c1ccc(OCC(=O)N2CCN(Cc3ccc4c(c3)OCO4)CC2)c(C)c1,3,1,0.1,-9,-2,2,3,i,-0.5,2
C=C1C2[C@H](OC(C)=O)[C@@H]3CC(=O)[C@]4(C)OC[C@@]3(C)[C@@]4(O)[C@@H](OC(C)=O)[C@H](OC(C)=O)[C@@]2(COC(=O)c2ccccc2)[C@@H](OC(C)=O)C[C@@H]1O (stereo not given in full),5,-1,3.8,10,-1,-2,-1,i,-2.6,-1
